PP1 inh – PP1-alpha phosphatase inhibitors, primary screen, counter-screen for PP5 inhibitor project, biochemical, fluorescence, OMFP substrate, single point; inhibition, % at 6.7 µM; Serine/threonine-protein phosphatase PP1-alpha catalytic subunit (Homo sapiens), P62136; 320,000 compounds, 0.9% hits; purified PP1alpha;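 active = inhibition above the mean inhibition of all tested compounds plus 3 SD, computed separately for each screening campaign, cut at about 15% in these data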
Target sequence (P62136 whole entry, looked up): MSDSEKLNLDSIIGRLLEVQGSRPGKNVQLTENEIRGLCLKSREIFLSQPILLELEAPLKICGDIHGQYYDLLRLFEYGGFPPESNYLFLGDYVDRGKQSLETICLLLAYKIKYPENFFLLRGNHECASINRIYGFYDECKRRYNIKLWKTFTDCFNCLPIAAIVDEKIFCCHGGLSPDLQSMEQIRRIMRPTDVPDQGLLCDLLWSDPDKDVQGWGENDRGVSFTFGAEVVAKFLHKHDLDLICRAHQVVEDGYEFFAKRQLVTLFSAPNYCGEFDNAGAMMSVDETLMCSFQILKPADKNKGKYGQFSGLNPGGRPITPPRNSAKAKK
GASC-1 inh – inhibitors of GASC-1 histone demethylase, primary screen, biochemical, fluorescence, DELFIA europium; GST-JMJD2C(1-420) H3K9me3 demethylation; inhibition, % at 2.35 µM; Lysine-specific demethylase 4C (Homo sapiens), Q9H3R0; 330,000 compounds, 0.069% hits;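 active = more than half of a compound's replicate wells show inhibition beyond 50%, single wells judged on their own value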;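 note: signal counts dimethyl H3K9 product captured on neutravidin plate; 0% = median of DMSO wells and 100% = 0.3 times that DMSO median; strong numbers were not always called active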
CTSL1 counter – Fasciola hepatica cathepsin L1 inhibitors, primary screen, counter-screen for PFM18AAP inhibitor project, biochemical, QFRET, fluorogenic peptide substrate | 300,000 compounds, 0.49% hits | inhibition, % at 5.96 µM | recombinant F. hepatica cathepsin L1, Z-Leu-Arg-MCA fluorescence | AID 1906, 2009;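 active = inhibition above the mean of all tested compounds plus 3 SD, set per screening campaign, cut at about 17% in these data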;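 note: 0% = plate median of test compound wells and 100% = 1 µM Z-Phe-Ala-diazomethylketone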
procasp7 counter – procaspase-7 activators, primary screen, counter-screen for procaspase-3 activator project, biochemical, absorbance, HTS, human; Caspase-7 (Homo sapiens), P55210; recombinant procaspase-7, Ac-DEVD-pNA absorbance 405 nm; D23A/D198A/D206A triple mutant, cannot self-cleave; scale: DMSO 0, 5 µM enzyme 100; AID 463210, 2010; 330,000 compounds, 0.093% hits; activation, % at 8.5 µM;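 active = percent activation above the screen-wide mean plus 3 SD, cut at about 25% in these data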
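System: Uncleavable procaspase-7 mutant enzyme; Amount: 2 µM procaspase-7 mutant as dispensed; Schedule: 1 h compound preincubation, 2 h substrate cleavage, 25 °C; Measured by: 405 nm absorbance of p-nitroaniline; Evaluation: percent activation from buffer-corrected 0–120 min absorbance change; Control set: low DMSO alone, high DMSO plus 5 µM PC-7.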
VLA-4 inh – inhibition in human VLA-4 binding assay, primary screen, VLA-4 allosteric modulator project, MLPCN library, flow cytometry, VLA-4 expressing cells | ligand binding flow cytometry | 330,000 compounds, 0.2% hits | Integrin alpha-4 (Homo sapiens), P13612 | AID 2557, 2010 | inhibition, % (about 7 µM as worked out from the volumes in the protocol); in the data active = inhibition above about 50%
GRK2 inh – compounds blocking aptamer binding on GRK2 – biochemical, human GRK2, bead flow cytometry, HTS, primary screen. 330,000 compounds, 0.59% hits. AID 488847, 2010. FAM-aptamer displacement from GRK2. inhibition of aptamer binding, % at 10 µM;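 active = inhibition of aptamer binding above 40%, roughly 3 SD of noise, on plates passing a quality check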;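 note: median bead fluorescence of bound FAM aptamer so fluorescent compounds give negative values; no value below 0 was filed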
PP5 inh – PP5 phosphatase inhibitors, primary screen, biochemical, fluorescence | purified PP5c, OMFP substrate fluorescence | inhibition, % at 6.7 µM | 320,000 compounds, 0.18% hits | AID 1987, 2009 | Serine/threonine-protein phosphatase 5 (Homo sapiens), P53041;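 active = inhibition above the campaign's mean inhibition across all tested compounds plus 3 SD, cut at about 9.5% in these data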;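 note: 0% = DMSO only and 100% = 100 µM cantharidin control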
Target sequence (P53041 whole entry, looked up): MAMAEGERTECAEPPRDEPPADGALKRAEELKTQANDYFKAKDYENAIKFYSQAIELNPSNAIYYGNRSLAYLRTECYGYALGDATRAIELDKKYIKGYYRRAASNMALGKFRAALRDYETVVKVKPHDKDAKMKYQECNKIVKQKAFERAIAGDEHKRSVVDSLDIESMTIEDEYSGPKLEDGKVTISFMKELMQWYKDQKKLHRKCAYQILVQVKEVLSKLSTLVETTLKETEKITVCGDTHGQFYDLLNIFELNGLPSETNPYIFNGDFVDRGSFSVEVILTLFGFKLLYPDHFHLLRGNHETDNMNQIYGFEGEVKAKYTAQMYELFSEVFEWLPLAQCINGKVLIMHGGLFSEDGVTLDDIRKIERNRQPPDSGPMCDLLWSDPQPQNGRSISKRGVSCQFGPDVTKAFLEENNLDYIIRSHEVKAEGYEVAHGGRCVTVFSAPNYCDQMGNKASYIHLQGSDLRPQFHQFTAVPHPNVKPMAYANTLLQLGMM
proCasp3 act – activators of human procaspase-3 D3A mutant, primary screen, biochemical, absorbance, PC-3 D3A mutant, single concentration; recombinant procaspase-3 D3A, Ac-DEVD-pNA absorbance 405 nm; activation, % at 8.5 µM; AID 463141, 2010; 330,000 compounds, 0.11% hits;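 active = activation above the mean of all tested compounds plus 3 SD, cut at about 21% in these data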;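 note: 0% = DMSO alone and 100% = DMSO wells spiked with extra 5 µM PC-3 D3A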
Target sequence (P42574 whole entry D9A/D28A/D175A): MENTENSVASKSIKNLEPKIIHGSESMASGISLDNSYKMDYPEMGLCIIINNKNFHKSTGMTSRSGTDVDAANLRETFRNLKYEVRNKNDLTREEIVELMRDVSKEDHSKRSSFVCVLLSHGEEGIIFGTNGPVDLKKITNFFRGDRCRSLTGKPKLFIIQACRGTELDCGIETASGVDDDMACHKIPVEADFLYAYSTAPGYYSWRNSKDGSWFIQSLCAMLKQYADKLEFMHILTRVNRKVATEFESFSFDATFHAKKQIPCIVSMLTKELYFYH
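Evaluation: percent activation relative to control range; Material: Procaspase-3 D3A mutant, all three cleavage aspartates alanine; Compound: single dose, 8.5 µM nominal compound, 0.8% DMSO; Replication: one well per compound; Signal: absorbance at 405 nm, 0 and 120 min; Schedule: 1 h preincubation plus 2 h reaction at 25 °C.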
HCV core dimer – inhibitors of HCV core protein dimerization, primary screen, biochemical, TR-FRET, high-throughput. AID 1899, 2009. 300,000 compounds, 0.33% hits. inhibition, % at 5 µM. TR-FRET GST/Flag-core106 dimerization, 1536-well;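 active = inhibition above the mean of all tested compounds plus 3 SD, set per screening campaign, cut at about 45% in these data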
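System – GST-tagged and Flag-tagged HCV core protein residues 1-106 · Repeats – one well for each compound · Technique – TR-FRET 671 and 617 nm emission · Doses – one concentration, 5 µM, in 0.5% DMSO · Times – 4 h, 22.5 °C incubation · Also added – Eu donor and XL665 acceptor anti-tag antibodies · Measure – percent inhibition of core106 dimerization signal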
* marks the source's active call; other numbers are inactive results; · = not tested or not shown.

# | SMILES | proCasp3 act | PP1 inh | GRK2 inh | VLA-4 inh | procasp7 counter | PP5 inh | GASC-1 inh | CTSL1 counter | HCV core dimer
1 | CC[C@H](C)[C@H]1O[C@]2(CC[C@@H]1C)C[C@@H]1C[C@@H](CC=C(C)[C@@H](O[C@H]3C[C@H](OC)[C@@H](O[C@H]4C[C@H](OC)[C@@H](O)[C@H](C)O4)[C@H](C)O3)[C@@H](C)C=CC=C3CO[C@@H]4[C@H](O)C(C)=C[C@@H](C(=O)O1)[C@]34O)O2 | 1 | 0 | 4 | 6 | -8 | 4.6 | · | -1 | 7
2 | Cc1ccc(CN2CCN(/N=C/c3cc(Br)ccc3O)CC2)cc1 | 0 | 35* | 0 | -1 | -8 | 2.9 | -1 | -1 | -2
3 | COc1ccc(OC)c(NC(=O)c2nnn(CC(=O)Nc3ccc4c(c3)OCO4)c2N)c1 | 0 | 10 | 0 | 1 | -2 | 1.4 | 0 | 2 | 13
4 | C/C(=N\Nc1nc(-c2cc(C)ccc2C)cs1)c1cc2ccccc2oc1=O | -5 | 7 | 3 | 21 | -12 | 2.5 | 4 | -2 | 57*
5 | O=C(NC1CCCCCCC1)c1ccc(Br)o1 | -4 | 0 | 1 | 21 | 5 | 2.7 | -19 | -2 | 6
6 | COc1ccc(CC2S/C(=C(\C#N)C(=O)NCc3ccco3)N(c3ccc(C)cc3)C2=O)cc1 (stereo not drawn) | 7 | 3 | 0 | -1 | 12 | 2.4 | 23 | -1 | 28
7 | COc1ccc(-n2cc(CN[C@H]3CCCCNC3=O)c(-c3cccc(F)c3)n2)cc1 | -2 | 4 | 0 | 6 | 1 | 0.1 | -5 | -4 | 2
8 | O=C(NCCc1c[nH]c2ccccc12)Nc1ccccc1 | -1 | -2 | 0 | 0 | -6 | 1.2 | -19 | 2 | 2
9 | Cc1cc(-c2nnc3n2N=C(c2ccc(F)cc2)CS3)n[nH]1 | 3 | -4 | 0 | 10 | 7 | 1.1 | -3 | -2 | 2
10 | Cc1ccc(-c2noc(C3CCCN(C(=O)c4ccc(C(C)(C)C)cc4)C3)n2)o1 (stereo not drawn) | -6 | 4 | 2 | 3 | -1 | 2.7 | -4 | 7 | 12
11 | COc1ccccc1NC1=C(Cl)C(=O)N(C2CCCCC2)C1=O | -10 | -3 | 0 | -6 | -12 | 3.5 | 13 | -1 | 5
12 | Cc1cccc(OCC(=O)Nc2ccccc2N2CCCCC2)c1C | 7 | -1 | 1 | 3 | 4 | -0.1 | 5 | -2 | 1
13 | COc1ccc(OCc2ccc(C(=O)N3CCOCC3)cc2)cc1 | -11 | 0 | 8 | -2 | 0 | 2.3 | 4 | 0 | 9
14 | CCOC(=O)c1cc(C)sc1NC(=O)CSC1=NCCS1 | -6 | -1 | 0 | 12 | 7 | -1.4 | 12 | 4 | 1
15 | COc1ccccc1CNc1ccc(N2CCOCC2)c(C(=O)O)c1 | 0 | -1 | 2 | -4 | 1 | 1.8 | 6 | -2 | 2
16 | COc1ccc(C(=O)Cn2c(=O)oc3ccc(C)cc32)cc1 | 5 | -4 | 0 | 34 | 3 | -0.7 | 23 | 3 | 0
17 | COC(=O)c1ccc(N2CCS(=O)(=O)CC2)cc1 | 9 | -1 | 0 | -5 | 2 | -0.2 | -3 | 0 | 0
18 | CSc1ccccc1NC(=O)c1ccncc1 | 1 | -5 | 0 | 7 | 1 | -0.7 | 6 | -1 | -4
19 | CCn1c(C)c(P(=O)(N2CCOCC2)N2CCOCC2)c2ccccc21 | -3 | 0 | 0 | 7 | -1 | -1.9 | 2 | -7 | 0
20 | O=S(=O)(c1ccc2ncn(O)c2c1)N1CCOCC1 | 3 | 0 | 0 | -2 | -6 | 1.5 | 14 | -1 | -5
21 | O=C(N=NC(=O)c1ccco1)c1ccc2c(O)n(N3C(=O)c4ccccc4C3=O)c(O)c2c1 | -2 | -2 | 4 | -11 | -3 | 1.8 | 4 | 4 | -11
22 | O=C(CNS(=O)(=O)c1ccc2ccccc2c1)OCC(=O)c1ccc(Br)s1 | -5 | 4 | 0 | 3 | -11 | 2.8 | -6 | -29 | 21
23 | Cc1cc(NC(=O)CSc2nnc(-c3c[nH]c4ccccc34)n2-c2ccc(F)cc2)no1 | -5 | 9 | 1 | 38 | 8 | -1.5 | · | 3 | -3
24 | COc1ccc(C2C3=C(CC(C)(C)CC3=O)N(CCN3CCOCC3)C3=C2C(=O)CC(C)(C)C3)cc1 | 0 | -4 | 1 | -1 | 1 | -0.4 | 2 | -4 | -1
25 | COc1cc2c(cc1OC)C1Cc3ccc(OC)c(OC)c3C[N+]1([O-])CC2 (stereo not drawn) | -2 | -1 | 0 | 11 | -3 | 0.0 | 4 | 4 | 0
26 | CCOC(=O)CSc1nc(C)c(Oc2ccc(Cl)cc2Cl)c(=O)[nH]1 | -3 | -2 | 3 | 14 | 1 | 0.9 | -14 | -1 | 10
27 | Cc1nnc(NC(=O)CCNC(=O)c2ccccc2Cl)s1 | 3 | 0 | 2 | 1 | 11 | 0.1 | -2 | -4 | -2
28 | CCOC(=O)C1CCCN(CC(=O)NC2CC2)C1 (stereo not drawn) | 2 | -1 | 3 | 3 | -6 | 0.9 | -7 | -3 | -2
29 | Cc1nnc(SCC(=O)N2c3ccccc3C(C)(c3ccc(Cl)cc3)CC2(C)C)s1 (stereo not drawn) | 8 | 4 | 72* | -9 | 9 | 3.4 | 4 | -1 | 16
30 | CSCC[C@H](NC(=O)NCCc1ccc(F)cc1)C(=O)O | 6 | -3 | 0 | 1 | 16 | 0.8 | -26 | -3 | -2

Single records, as listed above. Order of values: proCasp3 act	PP1 inh	GRK2 inh	VLA-4 inh	procasp7 counter	PP5 inh	GASC-1 inh	CTSL1 counter	HCV core dimer
Record of O=C(NC1CCCCCCC1)c1ccc(Br)o1 → -4	0	1	21	5	2.7	-19	-2	6
Record of COc1ccc(OCc2ccc(C(=O)N3CCOCC3)cc2)cc1 → -11	0	8	-2	0	2.3	4	0	9
Record of O=C(NCCc1c[nH]c2ccccc12)Nc1ccccc1 → -1	-2	0	0	-6	1.2	-19	2	2

More structures:
# | SMILES | proCasp3 act | PP1 inh | GRK2 inh | VLA-4 inh | procasp7 counter | PP5 inh | GASC-1 inh | CTSL1 counter | HCV core dimer
31 | O=C(Cn1[nH]c(=O)c2ccccc2c1=O)OCC(=O)c1ccccc1 | 12 | -7 | 5 | -10 | 5 | 1.3 | -3 | · | ·
32 | Cc1ccc(N/N=C2/CCCNC2=O)cc1 | -14 | 0 | 2 | 5 | -2 | 1.4 | -2 | 0 | -1
33 | O=C(OCC(=O)N1CCN(C(=O)c2ccco2)CC1)c1cncc(Br)c1 | -4 | 1 | 35 | -10 | -11 | 2.5 | -1 | · | ·
34 | CC1=C(C(=O)OCc2ccccc2)C(/C=C/c2ccccc2)N2C(=O)CCSC2=N1 (stereo not drawn) | -7 | -2 | 1 | -8 | 7 | -2.9 | -14 | 4 | 3
35 | COc1ccc2c(c1OC)C(=O)N1C(C(=O)O)Cc3c([nH]c4ccccc34)C21 (stereo not drawn) | 1 | 4 | 0 | -6 | 3 | 2.0 | 8 | 2 | 10
36 | CCOc1cc(N2CCOCC2)c(OCC)cc1NC(=O)CN1C(=O)C2CC=CCC2C1=O (stereo not drawn) | -1 | -4 | 1 | 12 | 8 | 0.4 | -18 | 1 | 0
37 | Cc1ccc(COc2ccc(/C=N/NC(=O)CN3CCCCC3)cc2)cc1 | -4 | -5 | 0 | 11 | 8 | -2.3 | -11 | 8 | 3
38 | Cc1oc(-c2ccccc2)nc1CS(=O)CC(=O)O (stereo not drawn) | 1 | -2 | 3 | 22 | -4 | -2.9 | -3 | -4 | 1
39 | CC(C)(CNC(=O)CCC1CCCC1)CNC(=O)CCC1CCCC1 | 5 | 7 | 1 | -9 | -1 | 2.2 | -5 | 1 | -4
40 | O=C1CC(NCc2cccs2)C(=O)N1c1ccc(Cl)cc1 (stereo not drawn) | -1 | -1 | 5 | 3 | 9 | 0.1 | 0 | -10 | -4
41 | Cc1nn(-c2ccccc2Cl)c2sc(C(=O)Nc3nnc(C4CC4)s3)cc12 | 4 | 0 | 1 | -1 | -1 | 0.3 | 5 | 0 | -1
42 | COc1ccc(NC(=O)CSc2nnc(C3CC3)n2C)cc1S(=O)(=O)N1CCOCC1 | -3 | -2 | 1 | 3 | -7 | 2.9 | 7 | · | ·
43 | CC(C)NC(=O)c1nn2c(C(F)(F)F)cc(-c3ccco3)nc2c1Cl | 0 | -6 | 1 | 13 | 11 | -2.2 | -4 | 3 | 1
44 | COc1ccc([N+](=O)[O-])cc1NC1C2CC3CC(C2)CC1C3 (stereo not drawn) | 4 | 1 | 6 | 32 | 3 | 3.0 | 12 | 0 | -2
45 | Cc1ccccc1Cn1cc(NC(=O)CSc2nc3c(c(C(F)(F)F)n2)CCc2ccccc2-3)cn1 | 10 | 4 | 0 | 0 | 8 | 2.2 | -9 | -1 | 9
46 | CCOc1ccc(S(=O)(=O)NNC(=O)c2cc3ccccc3o2)cc1 | 2 | -2 | 3 | 17 | 6 | -3.1 | 5 | -3 | -4
47 | COc1ccc(-c2nc(NC(C)=O)sc2-c2ccccc2)cc1 | -11 | 7 | 0 | -10 | 13 | 4.1 | -3 | -4 | -2
48 | Cc1cc(NC(=O)NC(=O)c2ccccc2)no1 | 8 | 0 | 0 | 9 | -3 | 2.1 | 159 | -1 | 0
49 | COCC(C)NC(=O)/C=C/c1ccc(OC)cc1 (stereo not drawn) | 7 | -5 | 4 | -4 | 6 | 5.1 | 0 | 0 | 1
50 | CCOC(=O)/C(C#N)=C/c1cc(C)n(-c2ccc(C)cc2)c1C | 2 | -7 | 0 | 1 | 15 | 0.8 | -4 | 3 | 4
51 | CCOC(=O)CN(C(=O)CSc1nnc2c(n1)[nH]c1ccccc12)c1ccccc1 | 4 | -1 | 3 | -4 | -4 | 0.9 | 21 | 4 | 18
52 | CC(OC(=O)c1cccc(S(=O)(=O)N2CCOCC2)c1)C(=O)NC1CCCCC1C (stereo not drawn) | -9 | -1 | 0 | -10 | -3 | 0.5 | 3 | · | ·
53 | CCOC(=O)N1CCN(S(=O)(=O)c2ccc(OCC)cc2)CC1 | -6 | -2 | 0 | -7 | 2 | -0.7 | 2 | -1 | 0
